Source: PubChem BioAssay
YAP1 CTGF inhibition – YAP1 pathway inhibitors via CTGF transcript, primary screen, DLD1 colon cancer cells, RT-qPCR, single point (AID 743449); DLD1 CTGF mRNA qPCR, 24 h; hits give high values; inhibition, % at 12.5 µM; hit rate 0.9% among 9,900;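 active = mean normalized replicate activity at least 50 and at least half of replicates each reaching 50; inconclusive = only one of the two criteria met; inactive = neither criterion met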;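 note: 0% = neutral control wells and 100% = dasatinib control wells; higher means stronger suppression of CTGF expression like dasatinib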
Pax4 mRNA alpha TC1 – Pax4 mRNA upregulation in alpha cells – RT-PCR, mouse alpha TC1 cells, single point, primary screen (AID 1053180) | activation, % at 10 µM | hit rate 0.2% among 9,600 | mouse alpha TC1 cells, Pax4 mRNA qPCR, 6 days; hits give high values; 100% = Pax4 plasmid added at qPCR;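 active = highest normalized replicate activity of 15 or more, or at least half the replicates reach 15 or more; inactive = neither condition met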;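 note: pax4 Ct normalized to GAPDH with activation seen as lower delta delta Ct; plate controls were plate neutral control wells for no effect and Pax4 plasmid positive control for full effect; each compound tested in two replicate wells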
* = called active by the depositor; ? = inconclusive; / = no result given; & = joins results of further samples.

No. | molecule | YAP1 CTGF inhibition | Pax4 mRNA alpha TC1
1 | N#Cc1cccc(-c2ccc(C3[C@H]4CNC[C@@H]3N4C(=O)Nc3cccc(F)c3)cc2)c1 (stereo not given in full) | 21.0&-2.1 | 0.0&0.0
2 | O=C(CC1CC1)N1CC(=O)N2[C@H](C1)[C@@H](c1ccc(C#Cc3cccc(F)c3)cc1)[C@@H]2CO | 30.3 | 0.0
3 | CO[C@H]1CC[C@@H]2CCN(C)C(=O)CCCN(C)C(=O)c3cc(C#N)ccc3OC[C@H]1O2 | -40.5 | 0.0
4 | CCCNC(=O)Nc1ccc2c(c1)OC[C@@H](C)N(S(C)(=O)=O)C[C@H](C)[C@H](OC)CN(C)C2=O | -8.0 | 0.0
5 | CN(C)C(=O)C[C@H]1CC[C@H]2[C@@H](COC[C@H](O)CN2C(=O)C2CCOCC2)O1 | -14.8 | 0.0
6 | COc1ccc(S(=O)(=O)N(C)C[C@H]2OCCCC[C@H](C)Oc3ccc(NC(=O)Cc4ccccc4)cc3C(=O)N([C@H](C)CO)C[C@@H]2C)cc1 | 8.0 | 0.0
7 | CN1CCN(C(=O)C[C@@H]2CC[C@@H]3[C@H](COC[C@H](O)CN3CC3CCCCC3)O2)CC1 | -39.9 | 0.0
8 | CN1CCN(C(=O)C[C@H]2CC[C@H]3[C@H](COc4ccc(NC(=O)c5cccs5)cc4C(=O)N3C)O2)CC1 | -16.0 | 0.0
9 | CC=Cc1ccc2n(c1=O)C[C@H]1[C@H](CO)[C@@H](C(=O)NCCC)[C@@H]2N1Cc1ccccc1OC (mixture of isomers) | 23.7 | 0.0
10 | CO[C@@H]1CN(C)C(=O)c2cc(NC(C)=O)ccc2OC[C@H](C)N(C(=O)Cc2ccccn2)C[C@H]1C | -0.7 | 0.0
11 | COc1ccc(NC(=O)Nc2ccc3c(c2)[C@H]2C[C@H](CC(=O)NCC(F)(F)F)O[C@H](CO)[C@H]2O3)cc1 | 16.6 | 0.0
12 | C[C@@H]1CN([C@H](C)CO)C(=O)c2ccccc2-c2ccccc2CO[C@@H]1CN(C)Cc1cccnc1 | -8.8 | 0.0
13 | CN(C)CC(=O)N1C[C@H]2[C@@H](c3ccccc31)[C@@H](CO)N2C(=O)c1ccccn1 | -21.9 | 0.0
14 | COc1ccc(S(=O)(=O)N(C)C[C@@H]2OCCCC[C@H](C)Oc3ccc(NC(=O)Cc4ccccc4)cc3C(=O)N([C@H](C)CO)C[C@H]2C)cc1 | -27.8 | 0.0
15 | CN1[C@H](CO)[C@@H]2c3ccccc3N(C(=O)Nc3cc(F)ccc3F)C[C@@H]21 | -60.0 | 0.0

Values by screen from above.
YAP1 CTGF inhibition for entries 8–12 → -16.0, 23.7, -0.7, 16.6, -8.8
Pax4 mRNA alpha TC1 for entries 8–12 → 0.0, 0.0, 0.0, 0.0, 0.0

Entries 1–15, quoted:
No. | molecule | YAP1 CTGF inhibition | Pax4 mRNA alpha TC1
1 | N#Cc1cccc(-c2ccc(C3[C@H]4CNC[C@@H]3N4C(=O)Nc3cccc(F)c3)cc2)c1 (stereo not given in full) | 21.0&-2.1 | 0.0&0.0
2 | O=C(CC1CC1)N1CC(=O)N2[C@H](C1)[C@@H](c1ccc(C#Cc3cccc(F)c3)cc1)[C@@H]2CO | 30.3 | 0.0
3 | CO[C@H]1CC[C@@H]2CCN(C)C(=O)CCCN(C)C(=O)c3cc(C#N)ccc3OC[C@H]1O2 | -40.5 | 0.0
4 | CCCNC(=O)Nc1ccc2c(c1)OC[C@@H](C)N(S(C)(=O)=O)C[C@H](C)[C@H](OC)CN(C)C2=O | -8.0 | 0.0
5 | CN(C)C(=O)C[C@H]1CC[C@H]2[C@@H](COC[C@H](O)CN2C(=O)C2CCOCC2)O1 | -14.8 | 0.0
6 | COc1ccc(S(=O)(=O)N(C)C[C@H]2OCCCC[C@H](C)Oc3ccc(NC(=O)Cc4ccccc4)cc3C(=O)N([C@H](C)CO)C[C@@H]2C)cc1 | 8.0 | 0.0
7 | CN1CCN(C(=O)C[C@@H]2CC[C@@H]3[C@H](COC[C@H](O)CN3CC3CCCCC3)O2)CC1 | -39.9 | 0.0
8 | CN1CCN(C(=O)C[C@H]2CC[C@H]3[C@H](COc4ccc(NC(=O)c5cccs5)cc4C(=O)N3C)O2)CC1 | -16.0 | 0.0
9 | CC=Cc1ccc2n(c1=O)C[C@H]1[C@H](CO)[C@@H](C(=O)NCCC)[C@@H]2N1Cc1ccccc1OC (mixture of isomers) | 23.7 | 0.0
10 | CO[C@@H]1CN(C)C(=O)c2cc(NC(C)=O)ccc2OC[C@H](C)N(C(=O)Cc2ccccn2)C[C@H]1C | -0.7 | 0.0
11 | COc1ccc(NC(=O)Nc2ccc3c(c2)[C@H]2C[C@H](CC(=O)NCC(F)(F)F)O[C@H](CO)[C@H]2O3)cc1 | 16.6 | 0.0
12 | C[C@@H]1CN([C@H](C)CO)C(=O)c2ccccc2-c2ccccc2CO[C@@H]1CN(C)Cc1cccnc1 | -8.8 | 0.0
13 | CN(C)CC(=O)N1C[C@H]2[C@@H](c3ccccc31)[C@@H](CO)N2C(=O)c1ccccn1 | -21.9 | 0.0
14 | COc1ccc(S(=O)(=O)N(C)C[C@@H]2OCCCC[C@H](C)Oc3ccc(NC(=O)Cc4ccccc4)cc3C(=O)N([C@H](C)CO)C[C@H]2C)cc1 | -27.8 | 0.0
15 | CN1[C@H](CO)[C@@H]2c3ccccc3N(C(=O)Nc3cc(F)ccc3F)C[C@@H]21 | -60.0 | 0.0

The listing continues.
No. | molecule | YAP1 CTGF inhibition | Pax4 mRNA alpha TC1
16 | CN1[C@@H]2Cn3c(ccc(/C=C/c4ccccc4)c3=O)[C@H]1[C@@H](C(=O)NC1Cc3ccccc3C1)[C@@H]2CO | 13.9 | 0.0
17 | O=C(Nc1ccc(Cl)cc1)N1[C@@H]2CNC[C@H]1C2c1ccc(-c2ccccc2)cc1 (stereo not given in full) | -23.1&6.5 | 0.2&0.0
18 | C[C@@H]1CN([C@@H](C)CO)C(=O)c2cc(-c3ccc(C#N)cc3)cnc2O[C@H]1CN(C)Cc1cccnc1 | 8.6 | 0.0
19 | C[C@@H](NC(=O)C[C@@H]1CC[C@@H]2[C@H](COC[C@H](O)CN2C(=O)Nc2cccc(Cl)c2)O1)c1ccccc1 | -22.9 | 0.0
20 | COc1cccc(-c2ccccc2[C@H]2[C@@H](C#N)N(C(=O)Cc3ccccc3)[C@H]2CO)c1 | -15.9 | 0.0
21 | O=C1N[C@H](Cc2ccccc2)COCc2cnnn2CC[C@H]1Cc1ccc(-c2ccccc2)cc1 | 18.4 | 0.0
22 | CO[C@H]1CN(C)C(=O)c2cc(NC(=O)C3CC3)ccc2OC[C@H](C)N(Cc2cc(F)ccc2F)C[C@@H]1C | -11.3 | 0.0
23 | CCCC(=O)Nc1ccc2c(c1)C(=O)N(C)[C@H]1CC[C@H](CC(=O)NCc3cccc(F)c3)O[C@H]1CO2 | 15.2 | 0.0
24 | O=C(C[C@@H]1CC[C@H]2NC[C@H](O)COC[C@@H]2O1)NC1Cc2ccccc2C1 | 3.2 | 0.0
25 | COCC(=O)N1[C@@H](C#N)[C@H](c2ccc(C#Cc3ccccc3F)cc2)[C@@H]1CO | 32.6 | 0.0
26 | O=C(c1ccccc1F)N1CC(=O)N2[C@@H](CO)[C@@H](c3ccc(C#Cc4ccccc4)cc3)[C@@H]2C1 | -91.5 | 0.0
27 | COc1ccccc1S(=O)(=O)N(C)C[C@@H]1OCc2ccccc2-c2ccccc2C(=O)N([C@@H](C)CO)C[C@@H]1C | 2.8 | 0.0
28 | O=C(CC1CC1)N1CC2(C1)[C@@H](c1ccccc1)[C@@H](CO)N2Cc1ccccn1 | -49.2 | /
29 | O=C(Nc1ccc2c(c1)[C@@H]1C[C@H](CC(=O)N3CCc4ccccc4C3)O[C@H](CO)[C@@H]1O2)c1ccc2c(c1)OCO2 | -19.3 | 0.0
30 | CC(C)NC(=O)Nc1ccc2c(c1)C(=O)N(C)[C@@H]1CC[C@@H](CC(=O)NCc3ccc(F)cc3)O[C@@H]1CO2 | 5.2 | 0.0

Exported in transposed form: entries from further up
[20] COc1cccc(-c2ccccc2[C@H]2[C@@H](C#N)N(C(=O)Cc3ccccc3)[C@H]2CO)c1
[18] C[C@@H]1CN([C@@H](C)CO)C(=O)c2cc(-c3ccc(C#N)cc3)cnc2O[C@H]1CN(C)Cc1cccnc1

assay / entry,20,18
YAP1 CTGF inhibition,-15.9,8.6
Pax4 mRNA alpha TC1,0.0,0.0

Continued.
No. | molecule | YAP1 CTGF inhibition | Pax4 mRNA alpha TC1
31 | C[C@H]1CN([C@@H](C)CO)S(=O)(=O)c2ccc(-c3cncnc3)cc2O[C@@H]1CN(C)C(=O)NC1CCCC1 | ? | 0.0
32 | COc1ccccc1CNC(=O)C[C@@H]1C=C[C@@H](NC(=O)CC2CC2)[C@@H](CO)O1 | 34.5 | 0.0
33 | COc1ccccc1-c1ccc([C@@H]2[C@H]3CN(C(=O)c4cccnc4)CCCCN3[C@H]2CO)cc1 | -25.8 | 0.0
34 | CN1CCN(C(=O)[C@H]2[C@H](CO)[C@H]3Cn4c(ccc(-c5ccncc5)c4=O)[C@H]3N2CC2CC2)CC1 | 4.2 | 0.0
35 | COCC(=O)Nc1ccc2c(c1)[C@@H]1C[C@@H](CC(=O)N[C@@H](C)c3ccccc3)O[C@H](CO)[C@@H]1O2 | -10.8 | 0.0
36 | COc1ccccc1C#Cc1ccc([C@@H]2[C@@H](C#N)N(C(=O)C3CCC3)[C@H]2CO)cc1 | 2.3 | 0.0
37 | C[C@H](CO)N1C[C@H](C)[C@H](CN(C)C(=O)c2ccncc2)OCCCC[C@H](C)Oc2ccc(NS(=O)(=O)c3cccs3)cc2C1=O | -1.1 | 0.0
38 | N#C[C@@H]1[C@@H](c2ccccc2-c2cccc(F)c2)[C@H](CO)N1C(=O)C1CC1 | 26.2 | 0.0
39 | O=C(C[C@@H]1CC[C@@H]2[C@H](COC[C@H](O)CN2Cc2ccc(F)cc2)O1)NCCc1ccccc1 | -2.2 | 0.1

Some of the compounds tested; rates above refer to the full screens.
